High-throughput results (PubChem)
DNA FID counter – counter-screen for HCV NS3 helicase inhibitors: DNA intercalator displacement; DNA fluorescent intercalator displacement, fluorescence; inhibition, % at 7.9 µM; hit rate 0.17% among 290,000; in the data active = inhibition above about 37%;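 note: 0% = vehicle and 100% = reference compound; higher means more ethidium bromide displaced from hairpin DNA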
NS3 helicase inh – inhibitors of Hepatitis C virus NS3 helicase; hit rate 0.56% among 290,000; AID 1800; NS3 helicase DNA unwinding, Cy5 molecular beacon fluorescence; inhibition, % at 10.9 µM;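 active = inhibition above the mean of all tested compounds plus 3 SD, set per campaign, cut at about 35% in these data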;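 note: 0% = DMSO wells and 100% = thioflavine S control wells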
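assay system = NS3 helicase fragment of HCV | buffer or medium = MOPS pH 6.5, MgCl2, DTT, Tween20, BSA | timing = 60 min unwinding reaction at 25 °C after ATP addition | signal = Cy5 beacon fluorescence read at start and 1 h | read-out basis = % inhibition of unwinding | control set = low DMSO, high thioflavine S at 110 µM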
GalR3 antagonist – antagonists of human GalR3; inhibition, % at 3 µM; O60755; hit rate 0.44% among 360,000; AID 651719; HEK293 GalR3-CNG cAMP membrane potential fluorescence; galR3 body fused to GalR1 C-terminus;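 active = inhibition above the screen-wide average plus 3 SD, cut at about 13% in these data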;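 note: forskolin and galanin both at EC90 stimulate the cells; cAMP rise reported by CNG channel membrane potential dye signal; 0% = forskolin plus galanin with DMSO and 100% = forskolin alone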
V1R ag counter – counter-screen for oxytocin receptor agonists: human V1a receptor agonists; activation, % at 3 µM; hit rate 0.25% among 320,000; CHO-V1R cells, Fluo-8 calcium fluorescence, agonist mode; 0% DMSO, 100% 3 nM vasopressin;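 active = activation above the mean activation of all tested compounds plus 3 SD, per screening run, cut at about 20% in these data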;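 note: signal is peak over basal fluorescence ratio across a 100 second FLIPR read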
Target sequence (P37288 whole entry, looked up): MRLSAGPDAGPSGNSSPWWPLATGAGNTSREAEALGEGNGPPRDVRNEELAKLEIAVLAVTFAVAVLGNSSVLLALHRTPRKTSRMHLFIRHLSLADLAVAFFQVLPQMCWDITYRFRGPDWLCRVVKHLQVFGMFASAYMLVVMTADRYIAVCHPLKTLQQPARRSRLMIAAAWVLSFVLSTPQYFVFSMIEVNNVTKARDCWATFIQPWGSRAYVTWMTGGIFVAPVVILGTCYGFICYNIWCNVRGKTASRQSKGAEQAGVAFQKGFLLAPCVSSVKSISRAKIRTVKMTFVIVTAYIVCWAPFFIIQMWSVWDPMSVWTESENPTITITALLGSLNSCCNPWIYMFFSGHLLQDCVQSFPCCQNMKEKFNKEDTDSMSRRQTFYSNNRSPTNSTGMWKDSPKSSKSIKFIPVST
GPR7 antagonist – human neuropeptides B/W receptor 1 antagonism. P48145. GPR7-expressing cells, fluorescence antagonist assay. inhibition, % at 4.4 µM. hit rate 1.1% among 290,000. AID 1861; in the data active = inhibition above about 16%, passing the limit was not always enough;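 note: cells stimulated with the agonist NPW; 0% = agonist with vehicle and 100% = vehicle without agonist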
Target sequence (P48145 whole entry, looked up): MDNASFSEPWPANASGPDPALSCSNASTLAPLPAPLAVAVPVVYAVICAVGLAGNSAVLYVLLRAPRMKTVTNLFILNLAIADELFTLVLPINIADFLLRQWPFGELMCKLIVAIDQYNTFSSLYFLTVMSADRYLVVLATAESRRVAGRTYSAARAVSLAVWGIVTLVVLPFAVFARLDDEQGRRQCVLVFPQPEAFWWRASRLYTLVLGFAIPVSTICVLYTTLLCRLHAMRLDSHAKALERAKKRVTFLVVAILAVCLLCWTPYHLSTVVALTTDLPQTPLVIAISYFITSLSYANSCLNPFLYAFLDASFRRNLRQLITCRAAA
OXTR agonist – human OXTR agonism. activation, % at 3 µM. P30559. hit rate 0.32% among 320,000. CHO-OTR cells, Fluo-8 calcium fluorescence; normalized: DMSO 0%, oxytocin 100%;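 active = activation above the mean of all tested compounds plus 3 SD, cutoff set per screening run, cut at about 20% in these data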;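 note: peak over basal fluorescence ratio from a 100 s FLIPR kinetic read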
PHOSPHO1 inh – inhibitors of human PHOSPHO1 phosphatase; Q8TCT1; recombinant PHOSPHO1, absorbance phosphatase assay; inhibition, % at 13.3 µM; hit rate 1.1% among 290,000; in the data active = inhibition above about 60%
Target sequence (Q8TCT1 whole entry, looked up): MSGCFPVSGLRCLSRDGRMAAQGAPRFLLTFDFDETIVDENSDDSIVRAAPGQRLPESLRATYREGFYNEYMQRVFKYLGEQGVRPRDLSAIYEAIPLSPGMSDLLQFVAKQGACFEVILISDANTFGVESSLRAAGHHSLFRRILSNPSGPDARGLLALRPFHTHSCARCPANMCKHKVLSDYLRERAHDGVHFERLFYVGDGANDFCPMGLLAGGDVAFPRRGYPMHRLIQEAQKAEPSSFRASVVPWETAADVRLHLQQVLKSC
IMP-1 inh – inhibitors of Pseudomonas aeruginosa IMP-1 metallo-beta-lactamase; purified IMP-1, nitrocefin hydrolysis, epi-absorbance fluorescence; hit rate 0.45% among 290,000; inhibition, % at 5.6 µM; AID 1556;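 active = inhibition above the mean plus 3 SD of all compounds in the same screening run, cut at about 4.5% in these data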;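 note: 0% = IMP-1 with DMSO and 100% = DMSO wells lacking enzyme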
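System: purified recombinant IMP-1 beta-lactamase. Medium: Zinc- and detergent-supplemented HEPES buffer, pH 7.1. Compound: one 5.6 µM dose […]. Schedule: 15 min preincubation plus 25 min reaction at 25 °C. Technique: Epi-absorbance fluorescence, 480 nm excitation, 530 nm emission.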
VIM-2 inhibitor – blocks Pseudomonas aeruginosa VIM-2 metallo-beta-lactamase; purified VIM-2, nitrocefin hydrolysis, epi-absorbance fluorescence; inhibition, % at 5.6 µM; hit rate 0.89% among 290,000; AID 1527;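 active = inhibition above the mean of all tested compounds plus 3 SD, cutoff set per screening run, cut at about 7.5% in these data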;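 note: red hydrolysis product quenches plate fluorescence so inhibitors raise well fluorescence; 0% = enzyme with DMSO and 100% = DMSO without enzyme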
Starred values were filed as active, the others as inactive; x = not tested or not shown. Outcome played no part in choosing rows; 4.3% or so of the library scored in one or more.

SMILES	DNA FID counter	NS3 helicase inh	GalR3 antagonist	V1R ag counter	GPR7 antagonist	OXTR agonist	PHOSPHO1 inh	IMP-1 inh	VIM-2 inhibitor
CCN=C(Nc1ccc(Cl)cc1)c1cccnc1	6	-3	-6	1.0	13	0.5	28	-2.8	-3.2
Cc1coc(NC(=O)CSc2nc(-c3ccc(Cl)cc3)cc(C(F)(F)F)c2C#N)n1	-1	-4	-6	0.5	-9	1.6	-16	-1.9	-1.1
COC(=O)c1cc(OC)c(OC)cc1NC(=O)c1cc(OC)cc(OC)c1	3	3	-3	-0.5	-7	-0.6	6	-3.4	-2.6
O=C(NCc1ccccc1)Oc1cccc(Cl)c1	4	3	-4	0.5	-12	3.7	-10	-2.1	-6.0
Cn1c(CSCc2ccccc2)nnc1SCC(=O)Nc1ccc(C(=O)O)cc1	-22	5	-3	1.0	-17	-0.5	23	-1.1	-2.6
COc1ccc(-n2c(=S)[nH]c3cc(C(=O)NCc4cccnc4)ccc3c2=O)cc1	-6	-9	-6	0.1	6	0.1	0	-0.4	-1.9
C[C@H](NC(=O)[C@@H]1Cc2ccccc2CN1)C(=O)NC[C@H]1CC[C@H](C(=O)O)CC1	-4	21	-9	0.6	21	0.1	27	1.5	0.6
O=C(NCCCN1CCOCC1)c1ccccc1	4	-1	0	0.9	-4	1.5	0	-3.5	-3.2
O=C(COc1ccc(/C=N/NC(=O)c2ccc(O)cc2)cc1)Nc1ccc([N+](=O)[O-])cc1	3	18	0	0.5	-8	0.0	-9	-3.1	-3.8
Oc1ccccc1Nc1ccccn1	-1	-7	-9	0.1	-6	-0.4	30	-4.0	-2.7
NS(=O)(=O)c1cccc(NC(=O)COC(=O)c2cc(-c3ccc(Cl)cc3)nc3ccccc23)c1	7	1	-2	0.5	-2	0.5	-4	-0.8	-2.4
CCC(=O)NC(=S)Nc1cccc(Cl)c1N1CCCC1	-3	-15	-5	-1.4	-5	-2.3	16	1.1	-0.6
Oc1c(CN2CCCCC2)cc(COCc2ccccc2)c2cccnc12	-5	6	-3	-0.5	7	0.1	30	-2.3	12*
Cc1cccn2c(=O)c(C=O)c(N3CC(C)OC(C)C3)nc12 (stereo unspecified)	1	1	1	-0.5	-11	-0.2	12	-2.0	-4.9
CC(=O)NC(=S)Nc1ccc(NC(=S)NC(=O)c2ccc([N+](=O)[O-])cc2)cc1	-2	8	3	6.3	-8	-0.6	8	-2.1	-3.4
NC(=O)CC[C@H](NC(=O)c1ccc(F)cc1)C(=O)OCC(=O)NCc1ccc(F)cc1	0	6	5	-1.2	6	0.9	-26	-2.9	-2.0
CCOC(=O)N1CCN(Cc2nc3cc([N+](=O)[O-])ccc3n2CC)CC1	-27	3	-11	1.1	14	0.7	34	-5.2	-1.3
Cc1ccccc1OCC(=O)Nc1ccccc1N1CCCCC1	-16	28	-4	-0.3	-17	-1.8	-4	0.8	0.2
CCC(=O)Nn1c(C2CCC2)nc2ccccc2c1=O	-8	0	-8	-0.3	-24	-0.8	19	-1.3	-0.6
O=C(CSc1n[nH]c(-c2ccccc2Cl)n1)NC1CCCCC1	-13	15	-3	14	-5	0.3	22	1.8	-0.7
COCCCNC(=O)CS(=O)Cc1nc(-c2cccc(OC)c2)oc1C (stereo unspecified)	-24	-7	-5	-0.4	-8	-0.3	24	2.9	-0.2
Cc1cccc(C)c1NS(=O)(=O)c1c(C)[nH]c(=O)[nH]c1=O	2	-3	-6	2.1	-2	0.8	16	-1.8	0.2
Cc1c(Cl)cccc1NC(=S)N(CCN(C)C)C(C)c1ccccn1 (stereo unspecified)	-6	5	2	-0.7	-5	-0.4	-8	-1.1	-3.4
O=C(NC1CC1)C1CCN(C(=O)c2ccc(Cl)cc2Cl)CC1	-8	-8	-9	0.8	-4	0.5	43	-2.0	-4.8
COc1ccc(C(=O)n2cc(C(=O)c3cc(C)ccc3O)cn2)cc1OC	-2	-4	-2	0.3	-8	-1.2	6	-3.5	-2.9

Following part.
SMILES	DNA FID counter	NS3 helicase inh	GalR3 antagonist	V1R ag counter	GPR7 antagonist	OXTR agonist	PHOSPHO1 inh	IMP-1 inh	VIM-2 inhibitor
CCc1c(C(=O)Nc2ccc(OC)c(Cl)c2)[nH]c(C)c1C(C)=O	-3	-2	28*	14	-7	17	32	1.7	-2.0
COc1cc(CCc2ccc3c(c2)OCO3)oc(=O)c1	x	x	-5	-0.6	x	-1.0	27	x	x
O=C(CCCC(=O)N1CCN(c2ccccc2F)CC1)N1CCN(c2ccccc2F)CC1	-13	0	-2	4.0	-8	-0.3	16	-1.9	0.3
Cc1cc(C)n(C(=O)c2cc(F)c(F)cc2C)n1	1	3	0	0.5	-17	-0.5	28	-4.3	-4.2
Cc1nn(-c2ccccc2)c(Cl)c1C(=O)NCC(C)c1ccccc1 (stereo unspecified)	-35	-7	-6	-0.8	-9	-2.2	35	-4.2	-3.8
CCOC(=O)c1nn(-c2ccccc2)c(-c2ccccc2)c1C(=O)c1ccccc1	-5	-3	-3	0.0	-4	-2.5	-9	-2.2	-4.5
Cc1ccc(NC(=O)/C=C2\NC(=O)CS2)cc1	-2	10	0	1.0	-4	0.6	12	-1.2	-4.5
COc1cc(/C=C2\SC(=O)N(CCNC(=O)c3cnc(C)cn3)C2=O)cc(OC)c1OC	0	6	-5	0.1	-9	-0.7	-4	-3.0	-3.1
COc1ccc(N(C(=O)Cc2cccs2)C(C(=O)NC2CCCC2)c2ccncc2)cc1 (stereo unspecified)	-29	8	-7	-0.2	2	0.4	51	-1.9	-3.0
O=C(Cc1noc2ccccc12)NNC(=S)Nc1ccccc1	-6	1	11	-0.1	-18	-0.7	-54	-2.7	2.8
O=C(NCC1CCCO1)c1ccccc1-c1nc(-c2ccccc2F)no1 (stereo unspecified)	-21	5	-6	0.6	-2	2.9	26	-3.1	-2.0
COc1ccc(C2NC(=O)NC3=C2CCc2ccccc23)cc1 (stereo unspecified)	-11	2	x	1.1	2	0.2	7	-0.3	-0.5
Cc1ccsc1/C=N/NC(=O)c1ccc2ccccc2c1	-14	5	0	0.3	-9	-0.5	16	-3.8	-3.2
CN(C)c1ccc(CNc2nc(-c3ccccc3)nn2S(C)(=O)=O)cc1	-17	9	-4	-1.2	-10	-1.1	32	-0.5	-1.0
Cc1ccc2nc(SCC(=O)NC3CC3)[nH]c2c1	-3	1	0	1.2	-14	-0.9	48	-3.6	-1.6
COCCC(=O)N1CCC(Oc2ccc(C(=O)N3CCCCCC3)cc2)CC1	-34	1	0	0.5	1	0.9	60	-0.9	-4.8
CCCCn1c(=O)n(CC(=O)Nc2ccc(OC)c(Cl)c2)c(=O)c2c1nc(CO)n2CCC	-23	-5	6	0.3	-14	-0.5	-4	-3.0	-2.5
CCOC(=O)N1CCN(C2=CC(=O)OC23CCCCC3)CC1	-4	3	-1	1.1	11	-0.1	9	0.9	-2.2
CC(=O)Nc1ccc(S(=O)(=O)NCCc2cc3c(C)ccc(C)c3[nH]c2=O)cc1	4	-6	1	-0.5	-10	-0.8	3	-3.2	-0.9
Clc1ccc(C(c2nnnn2CCc2ccccc2)N2CCSCC2)cc1 (stereo unspecified)	-18	-3	-7	-0.2	28*	-1.8	11	-0.9	-1.9
CNS(=O)(=O)c1cccc(C(=O)NCC2CCCCC2)c1	-7	-9	-1	0.4	5	1.4	28	-2.0	0.0
CCOc1cc(/C=C2/NC(=O)N(CC(=O)OC)C2=O)ccc1O	0	16	-7	1.8	-6	-0.2	-3	-2.1	-1.2
Oc1ccc(N=Nc2cccc(C(F)(F)F)c2)cc1C=Nc1ccc(N2CCOCC2)cc1	3	45*	-13	0.5	-5	0.5	-1	-6.5	-3.2
Cc1ccsc1/C=N/NC(=S)NCCc1ccccc1	-6	-6	3	0.4	-20	-2.0	-16	-2.9	-2.6
CC1CCN(C(=O)CN(c2ccc3c(c2)OCO3)S(C)(=O)=O)CC1	-4	4	-3	1.0	8	0.5	34	2.6	-1.4

Reprinted from the part before: two entries, followed by the next part.
SMILES	DNA FID counter	NS3 helicase inh	GalR3 antagonist	V1R ag counter	GPR7 antagonist	OXTR agonist	PHOSPHO1 inh	IMP-1 inh	VIM-2 inhibitor
Cc1ccsc1/C=N/NC(=S)NCCc1ccccc1	-6	-6	3	0.4	-20	-2.0	-16	-2.9	-2.6
CC1CCN(C(=O)CN(c2ccc3c(c2)OCO3)S(C)(=O)=O)CC1	-4	4	-3	1.0	8	0.5	34	2.6	-1.4
O=C(Nc1nc2ccccc2s1)c1ccc2c(c1)OCO2	-3	-7	-10	0.2	0	-0.9	-4	-1.2	-3.0
COc1ccc2c(c1)CCc1cnc(N)nc1-2	-1	5	3	0.0	-14	-1.9	54	-2.5	-0.3
O=C1c2cccc3c(N4CCCCC4)ccc(c23)C(=O)N1c1ccc(Cl)cn1	2	4	x	x	-3	x	x	1.3	1.8
O=C(Nc1ccc(S(=O)(=O)Nc2ncccn2)cc1)c1ccc(Cl)c([N+](=O)[O-])c1	-6	3	-4	x	-11	x	14	-1.8	-0.5
CCOC(=O)c1sc(=S)n(-c2ccc(Cl)cc2)c1SC	-5	9	-4	1.9	-1	5.4	20	-0.4	-2.8
O=C1C2C(C(=O)N1/N=C/c1cc(Br)cc([N+](=O)[O-])c1O)C1C=CC2C12CC2 (stereo unspecified)	-1	32	3	1.7	-16	2.2	29	7.0*	-4.3
COc1cc2c(cc1OC)C(c1ccccc1)N(C(=O)CCl)CC2 (stereo unspecified)	-3	6	-5	0.8	-14	0.1	27	-2.0	-0.7
Cc1ccc(-c2cc(C(=O)OCC(=O)N(C)C3CCS(=O)(=O)C3)c3ccccc3n2)c(C)c1 (stereo unspecified)	-32	-7	-1	-1.0	7	-2.4	40	-3.2	-2.6
Cc1ccc(NC2=NCC(=O)N2C2CCCC2)c(C)c1	-2	3	-3	0.1	-8	-0.7	-6	-1.7	-4.4
COc1ccccc1OCC(=O)N1CCCCCCC1	-12	1	-10	-0.7	-11	-0.4	29	-1.3	-1.7
COc1ccccc1C(=O)N=C1NC(=O)CC2C(=O)NCCN12 (stereo unspecified)	0	-6	-2	0.6	-7	0.5	20	-2.7	-2.4
COc1cccc(N2CCN(S(=O)(=O)c3ccc(CN4C(=O)c5cccnc5C4=O)cc3)CC2)c1	-17	-5	-5	-0.2	-20	-0.3	-4	-1.9	1.8
CCN(c1ccccc1)S(=O)(=O)c1ccc2ccccc2c1	-14	7	-7	-0.5	-11	-1.5	28	0.4	0.2
COc1cc(C(=O)NC(=S)Nc2nccs2)cc(OC)c1OC	-8	12	-4	-0.6	-14	-1.2	7	-2.6	-2.0
NC(=O)c1ccccc1NC(=O)/C=C/c1ccc(Cl)cc1	1	5	-5	-0.2	-4	-1.4	-10	-1.2	1.4
Cc1cc2ncn(C(=O)N3CCCCC3)c2cc1C	-5	-4	-1	-1.2	-9	-1.6	18	-2.9	-4.0
Cn1cc(CN2CCN(Cc3ccccc3)C(CCO)C2)c(-c2ccccc2)n1 (stereo unspecified)	6	-7	-3	0.2	-11	1.3	-46	-3.3	-3.6
